# Compound activity: PubChem, several laboratories
# HIF-2a inh: blocks HIF-2a reporter activity. 786-0 RCC cells HIF-2a reporter, luciferase luminescence, overnight. inhibition, % at 18.8 µM. actives 0.72% (n = 360,000). AID 624352;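 active = inhibition of the luminescence signal of 40% or more relative to plate controls, in a single-dose primary screen at 18.75 µM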
# Peg3 prom inh: Peg3 promoter activity inhibition | HeLa PEG-Prom luciferase reporter, luminescence, overnight | inhibition, % at 20 µM | actives 1.7% (n = 360,000);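 active = inhibition of at least 50% at 20 µM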
# Vif imaging: blocks HIV Vif function | HEK293T cells, Vif self-association by quenched fluorescence, imaging, 24 h | inhibition, % at 7.49 µM | actives 0.35% (n = 340,000) | AID 602346; in the data active = inhibition above about 50%, passing the limit was not always enough; note: some results filed as inactive read as strong as hits
# NR2E3 ag-1: activates human NR2E3 receptor | Q9Y5X4 | CHO-S Gal4-NCOR/VP16-NR2E3 two-hybrid, luciferase | inhibition of corepressor binding, % at 3.98 µM | actives 0.35% (n = 360,000) | AID 602229;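 active = inhibition above the mean of all tested compounds plus 3 SD, cut at about 70% in these data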;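 note: 0% = DMSO with NR2E3 transfected cells and 100% = cells lacking NR2E3 construct; higher means lower luciferase signal from less NR2E3 corepressor binding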
# Target sequence (Q9Y5X4 whole entry, looked up, the tested form may be a part): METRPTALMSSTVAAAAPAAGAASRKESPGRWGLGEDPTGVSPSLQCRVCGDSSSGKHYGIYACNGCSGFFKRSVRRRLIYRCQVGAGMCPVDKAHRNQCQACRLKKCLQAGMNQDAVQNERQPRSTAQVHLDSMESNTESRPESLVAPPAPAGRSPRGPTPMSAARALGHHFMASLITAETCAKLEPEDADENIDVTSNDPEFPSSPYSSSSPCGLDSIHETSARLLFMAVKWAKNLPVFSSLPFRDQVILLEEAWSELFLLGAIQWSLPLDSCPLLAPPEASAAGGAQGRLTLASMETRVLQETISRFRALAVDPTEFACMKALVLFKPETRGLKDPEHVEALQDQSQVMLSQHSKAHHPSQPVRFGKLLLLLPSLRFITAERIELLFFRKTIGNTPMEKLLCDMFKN
# PDI turbidity: PDI (human) enzyme inhibition | PDI insulin aggregation turbidity, A650, 90 min | inhibition, % at 10 µM | actives 0.052% (n = 350,000);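 active = mean inhibition across replicates of 30% or more, whatever share of single replicates reach that level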;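 note: absorbance from insulin aggregation driven by PDI reduction with DTT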
# Target sequence (P07237 whole entry, looked up): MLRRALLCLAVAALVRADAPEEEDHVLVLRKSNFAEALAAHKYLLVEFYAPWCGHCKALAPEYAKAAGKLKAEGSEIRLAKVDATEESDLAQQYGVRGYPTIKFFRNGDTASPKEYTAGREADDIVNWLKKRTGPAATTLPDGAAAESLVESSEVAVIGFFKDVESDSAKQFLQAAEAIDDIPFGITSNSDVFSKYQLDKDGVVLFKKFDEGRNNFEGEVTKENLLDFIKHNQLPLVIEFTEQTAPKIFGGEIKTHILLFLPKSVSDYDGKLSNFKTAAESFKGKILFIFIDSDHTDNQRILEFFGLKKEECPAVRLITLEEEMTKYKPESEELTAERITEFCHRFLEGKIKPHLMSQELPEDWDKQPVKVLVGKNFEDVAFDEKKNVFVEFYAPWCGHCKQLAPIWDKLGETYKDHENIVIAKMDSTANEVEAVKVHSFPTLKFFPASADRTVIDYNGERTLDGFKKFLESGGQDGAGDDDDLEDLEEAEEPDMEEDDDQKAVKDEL
# Exocytosis inh: lytic granule exocytosis inhibition | TALL-104 LAMP-1 surface exposure, flow cytometry; cells stimulated with thapsigargin and PMA | inhibition, % at 10 µM | actives 0.66% (n = 360,000) | AID 651702;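 active = inhibition above about 55%, limit read from the data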
# aDG glyco act: increases alpha dystroglycan glycosylation. Pro5-aDG cells, alpha-DG glycosylation AlphaScreen (IIH6); 0% Pro5, 100% B10-LARGE cell signal. actives 0.22% (n = 360,000). AID 624168. activation, % at 10 µM;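 active = activation of at least 8% versus controls, or a plate z-score of at least 8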;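 note: Pro5 are CHO cells carrying HIG-tagged alpha-DG that lacks glycosylation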
# CaV13 FRET inh: Primary screen for inhibitors of IQ motif and Ca2+-dependent inactivation inhibitor domain binding in CACNA1D, Förster resonance energy transfer in living cells, …. HEK cells, CFP/YFP FRET ICDI-IQ, plate reader, 10 min; percent FRET-ratio fall versus neutral wells. actives 0.098% (n = 340,000). inhibition, % at 12.3 µM;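 active = mean replicate inhibition of at least 30% and at least 1% of replicates passing that level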;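 note: 0% = median of the neutral control wells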
# NR2E3 ag-2: agonists of human nuclear receptor NR2E3; Q9Y5X4; GST-NR2E3/biotin-RetCOR TR-FRET, 1536-well; inhibition of corepressor binding, % at 4.78 µM; actives 0.12% (n = 320,000); AID 2300;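 active = percent inhibition above the cutoff of mean plus 3 SD of all tested compounds, set per screening campaign, cut at about 20% in these data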;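 note: 0% = DMSO wells and 100% = biotin wells as full block of FRET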
#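 Assay system: NR2E3–RetCOR corepressor complex. Quantity: 1.35 nM GST-NR2E3. Buffer or medium: pH 7.5 Tris-based buffer. Reagent: biotinylated RetCOR corepressor at 7 nM final. Schedule: 5 h at 4 °C. Detection: TR-FRET, emission read at 617 and 671 nm. Replicates: one well per compound, singlicate testing.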
# iPSC survival up: hiPSC single-cell survival enhancement; ATPlite luminescence; 100% = ROCK inhibitor wells, 0% = DMSO; survival enhancement, % at 20 µM; actives 0.044% (n = 360,000); AID 602274; in the data active = survival enhancement above about 18%;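 note: cells exposed to compounds for 16 hours before the ATP read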
# TRPM1 prom inh: MITF TRPM1 promoter inhibition in SK-MEL-5 cells; SK-MEL-5 TRPM1 promoter luciferase, 24 h; inhibition, % at 12.5 µM; AID 488899; actives 0.83% (n = 330,000);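 active = mean inhibition across replicates of 60% or more, whatever share of single replicates reaches that level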; note: values of inactives mirror those of a sister screen read the other way
# Numbers without * were called inactive; . = no result given. Outcome played no part in choosing rows, and some 3.5% of all compounds hit somewhere here.
SMILES	HIF-2a inh	Peg3 prom inh	Vif imaging	NR2E3 ag-1	PDI turbidity	Exocytosis inh	aDG glyco act	CaV13 FRET inh	NR2E3 ag-2	iPSC survival up	TRPM1 prom inh
CN(C(=O)c1cccc(NC(=O)Cc2ccc(NC(=O)C3CCCN(C(=O)C4CCCCC4)C3)cc2)c1)C1CCCCC1 (stereo not given)	-4	9	-15	-9	-1	0	0.1	-5	.	1.4	7
O=C(Nc1ccccc1)c1[nH]ncc1[N+](=O)[O-]	-74	-26	.	-25	-5	-2	0.0	-8	2	1.1	-19
COc1cc(/C=N/NS(=O)(=O)c2ccc3ccccc3c2)ccc1OCc1ccc(C(=O)O)cc1	18	-5	-4	-204	19	0	-0.2	-5	1	-0.3	64*
Cc1ccc(S(=O)(=O)NCCc2c[nH]c3ccccc23)cc1	6	-9	-2	-14	8	-6	0.1	-4	2	0.0	5
c1ccc(N=C(c2cccs2)N2CCOCC2)cc1	7	8	3	-19	5	-1	-0.4	-5	0	-0.4	-1
CN(C(=O)CSc1nnc(Cc2cccs2)n1C1CC1)C1CCS(=O)(=O)C1 (stereo not given)	10	9	-2	1	-2	0	-0.2	-5	.	0.6	-1
CCC(NC(=O)NNC(N)=S)(C(F)(F)F)C(F)(F)F	19	15	-5	26	3	-2	0.3	13	-2	0.0	5
Cc1ccc(CNC(=O)CN2CCCC(C)C2)cc1 (stereo not given)	1	1	11	0	0	0	-0.4	-6	1	-0.7	5
COc1cc(CN2CCN(Cc3ccc(SC)cc3)CC2)cc(OC)c1O	10	20	2	1	-1	-2	0.0	-4	5	-0.4	0
COC(=O)c1[nH]c2ccccc2c1NC(=O)c1ccccc1F	-1	6	-6	-16	3	-3	-0.1	2	2	1.8	.
O=C(NCc1ccccc1)C1=C[C@@H](c2ccc3c(c2)OCO3)C[C@@H](OCCCCO)O1	16	6	9	-18	3	-8	-0.1	-5	-2	12	7
CCOc1ccc(N(CC(=O)NC2CCC(C)CC2)S(=O)(=O)c2c(C)noc2C)cc1 (stereo not given)	9	12	5	-18	13	0	0.4	-4	0	-0.2	11
Cc1cccc(/C=N/NC(=O)NC23CC4CC(CC(C4)C2)C3)n1	-89	-70	-3	-40	-4	19	0.0	-5	-3	-0.3	-40
C[C@H](CO)N1C[C@H](C)[C@@H](CN(C)C(=O)c2ccccn2)Oc2cc(Br)ccc2S1(=O)=O	3	4	2	9	5	-2	0.1	.	.	-1.8	.
COc1ccc(NC(=O)COc2ccccc2Cc2ccccc2)cc1S(=O)(=O)N1CCOCC1	-2	31	-4	4	5	6	1.1	-7	.	-0.4	23
CSc1ccc(CN(C)C(=O)c2cc(Cl)c3c(c2)OCCO3)cc1	-1	9	-1	-14	-2	2	0.2	-4	3	1.5	2
CCN1C(=O)N(C)[C@@H](c2ccccc2)C(C(C)=O)=C1C	0	-18	19	-26	-3	-2	-0.1	-4	0	4.0	-6
COc1ccccc1CNS(=O)(=O)c1ccc2c(c1)CC(C)N2C(=O)C1CCC1 (stereo not given)	13	21	-6	72*	-9	5	2.1	-3	-1	-0.5	6
Cc1ccc(-c2csc(NC(=O)C3=COCCO3)n2)cc1C	-336	-424	-5	-133	-5	-2	1.6	-5	-1	0.2	-23
Cc1ccc(C(C)C)cc1OCC(=O)Nc1nnc(C2CC2)s1	-13	19	-14	-5	-18	-1	0.1	-6	.	-2.4	9
O=S(=O)(c1ccc(Br)cc1)c1nc(-c2ccccc2)oc1NCc1cccnc1	5	30	2	14	-8	10	-0.3	-5	3	0.1	-4
CCc1noc(C)c1C(=O)N1CCN(c2ccc([N+](=O)[O-])cc2)CC1	-5	-5	1	-11	9	-5	0.6	-10	.	-1.6	.
COC(=O)C1(O)CC(CC(C)C)=NN1C(=O)c1ccccc1 (stereo not given)	1	-20	5	-41	-13	1	-0.1	.	3	-0.6	5
O=C(NCC1CCCO1)NC1(C(F)(F)F)Oc2ccccc2O1 (stereo not given)	29	-6	17	-1	-7	0	0.2	-5	0	-2.8	15
O=C(Nc1ccc(Br)cc1)c1cnccn1	-218	-192	17	-88	-9	-2	0.0	.	1	-0.1	-43

# Part of the list above in order of count of non-hydrogen atoms, lowest first:
SMILES	HIF-2a inh	Peg3 prom inh	Vif imaging	NR2E3 ag-1	PDI turbidity	Exocytosis inh	aDG glyco act	CaV13 FRET inh	NR2E3 ag-2	iPSC survival up	TRPM1 prom inh
CSc1ccc(CN(C)C(=O)c2cc(Cl)c3c(c2)OCCO3)cc1	-1	9	-1	-14	-2	2	0.2	-4	3	1.5	2
CN(C(=O)CSc1nnc(Cc2cccs2)n1C1CC1)C1CCS(=O)(=O)C1 (stereo not given)	10	9	-2	1	-2	0	-0.2	-5	.	0.6	-1
COc1ccc(NC(=O)COc2ccccc2Cc2ccccc2)cc1S(=O)(=O)N1CCOCC1	-2	31	-4	4	5	6	1.1	-7	.	-0.4	23

# Continuation.
SMILES	HIF-2a inh	Peg3 prom inh	Vif imaging	NR2E3 ag-1	PDI turbidity	Exocytosis inh	aDG glyco act	CaV13 FRET inh	NR2E3 ag-2	iPSC survival up	TRPM1 prom inh
Cc1cc(Br)ccc1OCCOCCN1CCCC1	10	-6	-2	4	9	12	0.2	-1	0	-0.7	2
CC1CC2C3CCC4=CC(=O)CCC4(C)C3CCC2(C)C1(O)C(=O)CO (stereo not given)	5	-20	0	-15	5	8	0.3	-7	.	-0.3	11
CC(C)c1ccc(OCC(=O)NC2=NCCS2)cc1	-235	-211	-1	-16	2	-2	0.1	-4	4	0.6	-66
COc1ccc(CNC(=O)Nc2cc(C)cc(C)c2)cc1	-156	-45	-6	-16	-4	-9	0.1	-5	1	-0.6	-36
CCN(CC)c1ccc(C=NN2CCCCCC2)cc1	-195	-288	-2	0	-4	-14	-0.3	-7	.	-0.2	-79
COC(=O)c1csc2c(C(F)(F)F)cc(N3CCN(C(=O)Nc4ccccc4)CC3)nc12	22	27	-3	16	-3	-1	0.3	-13	1	-0.1	16
CCCCCCCN1C/C=C\C(c2ccc(OC)cc2)N(Cc2ccc(F)cc2)C(=O)[C@H]1Cc1ccccc1 (stereo not given in full)	16	12	1	3	-5	-4	-0.2	.	1	-1.0	-4
N#CCCN(C(=O)COC(=O)c1cccc(S(=O)(=O)Nc2ccc([N+](=O)[O-])cc2)c1)c1ccccc1	3	0	9	3	-5	0	0.0	-3	-1	-1.3	1
CCOc1cc(CO)cc(Br)c1OCC(=O)Nc1ccccc1C	15	12	-12	-44	-3	-13	-0.2	-18	1	2.2	-3
Cc1cc(NC(=O)NC(C)(C(F)(F)F)C(F)(F)F)no1	23	8	0	12	0	-6	-0.1	-15	-1	1.6	10
Cc1ccc(C)c(-c2csc(N)c2C(=O)OC(C)C)c1	34	42	-7	-3	0	4	-0.1	.	-4	-2.9	-2
O=C(COC(=O)c1ccccc1Cl)NC(=O)NCc1ccccc1	31	-5	-5	-16	1	-1	0.0	-5	2	0.7	5
CSCCC(NC(=O)c1ccccc1)C(=O)Nc1ccncc1 (stereo not given)	6	6	9	4	24	0	0.0	-3	0	5.4	-3
CCN(CC)C(=O)Oc1ccc(Cl)c2ccccc12	-4	13	2	9	4	-1	0.5	-5	2	-0.9	8
O=C(O)c1ccc2cccc(Cl)c2c1O	-3	-15	1	6	9	6	-0.3	0	11	1.0	14
CCCn1c(SCC(=O)N2CCCCC2)nc2c1c(=O)n(C)c(=O)n2C	6	0	2	4	-8	-8	0.0	-2	2	0.0	9
Cc1cc(=O)oc(C)c1C(=O)NCC(C)C	7	7	-6	-1	-5	2	-0.1	-2	1	5.4	0
CC(=O)c1ccc(N2CCN(C(=O)Nc3cccc(F)c3)CC2)cc1	-9	-19	12	-12	-2	-1	0.4	1	2	0.1	-9
Cc1cc(Oc2ccccc2)nc(N2CCOCC2)n1	-65	-33	4	-48	-3	0	0.0	-2	4	-3.3	-12
CCOCCCn1c(SCC(=O)N2CCOCC2)nc2ccccc2c1=O	8	17	1	-1	5	-8	0.1	-4	0	0.2	-6
C=CCNC(=O)NC(=O)COC(=O)c1cccnc1SC	8	16	-1	14	-7	0	0.0	-5	-1	2.8	1
Cc1c(C(=O)N2CCCC2)sc(NC(=O)c2ccco2)c1C#N	3	14	15	25	2	0	-0.1	-5	-2	-3.9	5
Cc1ccc(CC(CC(=O)Nc2cccc(C(F)(F)F)c2)C(=O)O)cc1 (stereo not given)	21	9	-8	-14	3	0	-0.3	-3	-2	-0.1	8
Cc1c([N+](=O)[O-])cc(C(=O)Nc2ccc(NC(=O)c3ccco3)cc2)cc1[N+](=O)[O-]	-2	2	19	-2	-56	-4	-0.2	-3	6	-0.6	-12
Cc1ccc(C2=Nc3ccccc3N=C(c3ccc([N+](=O)[O-])cc3)C2)c(O)c1	-16	-25	14	-69	-3	-2	-0.2	-17	1	2.4	14
C#CCOCCOCCOCCNc1nc(N2CCN(C(=O)CCCCCCCCCCNC(=O)[C@H]([C@@H](C)CC)n3cc(CCCCN=C(N)N)nn3)CC2)nc(N2CCN(C(=O)CCCCCCCCCCNC(=O)[C@@H]([C@H](C)O)n3cc(C)nn3)CC2)n1	-7	1	-3	-7	14	-2	-0.5	.	3	2.3	65*
CC(C)(C)N(Cc1ccccc1)C(=O)COC(=O)C1CC(=O)N(Cc2ccccc2)C1 (stereo not given)	0	15	3	-50	1	5	-0.1	-7	.	-0.3	17
O=C(NCc1ccc2c(c1)OCO2)C12CC3CC(CC(C3)C1)C2	-6	24	-3	15	-3	4	0.4	-4	1	-0.9	-3
CCOC(=O)C(C)Sc1cc(CS(=O)(=O)c2ccccc2)nc(-c2ccccc2)n1 (stereo not given)	11	20	-4	8	1	0	0.0	-5	-1	-1.5	-14
COc1ccccc1N(CC(=O)NC1CCCCC1)C(=O)CCC(=O)Nc1nccs1	9	12	6	-26	8	-17	0.0	-4	5	-0.3	-2
O=S(=O)(C=C(c1ccccc1)c1ccccc1)c1ccccc1	11	7	-3	-26	1	2	1.9	.	3	0.3	3
COc1ccc(/C=N/NC(=O)c2cccc([N+](=O)[O-])c2)cc1OS(=O)(=O)c1ccccc1	10	32	-1	7	3	-1	-0.1	-4	1	-2.7	-2
Cc1c(C#N)c2ccccc2n1CC(=O)N1CCCc2ccccc21	22	19	-7	-16	9	4	0.2	.	5	1.8	1
O=C1c2ccccc2C(=O)N1CC1c2ccccc2CCN1C(=O)C1CCCCC1 (stereo not given)	14	1	13	-30	0	-3	0.4	-11	-4	-0.8	8
Cc1cc(OC(=O)c2ccc(S(=O)(=O)N(C)C)cc2)cc(=O)o1	3	6	.	-5	1	0	0.2	.	0	-1.6	-8
Cn1nnnc1SCC(=O)Nc1cc(C(C)(C)C)nn1-c1ccccc1	15	10	-3	-5	9	-1	-0.3	-2	1	-2.3	1
N#Cc1c(NC(=O)CSc2ncnc3c2cnn3-c2ccccc2Cl)sc2c1CCCC2	4	7	3	-11	-4	-2	0.2	.	-1	3.3	-4
O=C(Nc1nc2ccc(Cl)cc2s1)C1CCCO1 (stereo not given)	-237	-321	-8	-132	2	0	-0.4	.	1	-1.1	-59
